Source: PubChem
MEKK2wt PB1 HTS: raises or lowers MEK5 binding to wildtype human MEKK2 PB1 domain; bead flow cytometry, Alexa488-MEK5 binding to MEKK2 WT; actives lie on both sides; 1.1% of 290,000 active; Q9Y2U5; AID 1531; binding response (% of control), % at 10 µM; in the data active means binding response below about 67% or above about 130%
NALP1 yeast inh: blocks the NALP1 inflammasome reconstituted in yeast. S. cerevisiae NALP1/ASC/caspase-1 growth, X-gal OD620, 72 h. 0.61% of 280,000 active. AID 2071. inhibition, % at 10 µM; in the data active means inhibition mostly above about 24%, no sharp cut-off; inactive means mostly below about 32%; further: some compounds called inactive have numbers as strong as hits
V1aR counter: activates human V1a receptor in oxytocin agonist counter-screen; P37288; CHO-V1R cells, Fluo-8 calcium fluorescence, agonist mode; 0% DMSO, 100% 3 nM vasopressin; activation, % at 3 µM; 0.25% of 320,000 active; AID 2797;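 active means activation above the mean activation of all tested compounds plus 3 SD, per screening run, cut at about 20% in these data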;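 further: signal is peak over basal fluorescence ratio across a 100 second FLIPR read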
OXTR potentiator: potentiates the human oxytocin receptor response | P30559 | CHO-OTR cells, Fluo-8 calcium fluorescence, potentiator mode; 0% = oxytocin EC15, 100% = EC100 | activation, % at 3 µM | 0.061% of 320,000 active | AID 2445;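 active means activation above that plate's cutoff, the mean activation of tested compounds plus 3 SD, cut at about 6.6% in these data, passing the limit was not always enough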;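 further: 100% uses oxytocin at 75 nM as the full agonist control; some results filed as inactive read as strong as hits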
Target sequence (P30559 whole entry, looked up): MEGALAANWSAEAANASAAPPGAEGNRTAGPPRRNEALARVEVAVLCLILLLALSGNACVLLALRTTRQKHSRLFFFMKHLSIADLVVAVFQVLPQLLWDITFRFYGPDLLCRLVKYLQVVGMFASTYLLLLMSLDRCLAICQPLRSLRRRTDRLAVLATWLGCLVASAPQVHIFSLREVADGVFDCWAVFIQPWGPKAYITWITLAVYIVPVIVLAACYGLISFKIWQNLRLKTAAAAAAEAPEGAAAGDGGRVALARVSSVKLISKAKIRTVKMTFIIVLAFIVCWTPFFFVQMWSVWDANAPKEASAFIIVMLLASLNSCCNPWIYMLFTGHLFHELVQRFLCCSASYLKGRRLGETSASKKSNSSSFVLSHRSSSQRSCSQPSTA
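Material: human OTR in CHO cells. Compound: 3.0 µM, one dose. Timing: compound 6 min at room temperature before oxytocin, 100 s read. Evaluation: % activation of max/min ratio relative to oxytocin controls. Replication: single well per compound, singlicate. Signal: Fluo-8 calcium dye fluorescence.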
PfM18AAP inh: PfM18AAP enzyme inhibition; inhibition, % at 7.35 µM; 1.2% of 290,000 active; recombinant PfM18AAP, H-Glu-NHMec fluorogenic cleavage;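 active means inhibition above the campaign mean inhibition over all tested compounds plus 3 SD, cut at about 28% in these data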;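 further: 0% = plate median of test compound wells and 100% = 2 mM ZnCl2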
OXTR ag: agonists of human oxytocin receptor | activation, % at 3 µM | CHO-OTR cells, Fluo-8 calcium fluorescence; normalized: DMSO 0%, oxytocin 100% | 0.32% of 320,000 active | P30559 | AID 2435;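 active means activation above the mean of all tested compounds plus 3 SD, cutoff set per screening run, cut at about 20% in these data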;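 further: peak over basal fluorescence ratio from a 100 s FLIPR kinetic read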
GPR7 antag: blocks human GPR7 receptor signaling. P48145. GPR7-expressing cells, fluorescence antagonist assay. inhibition, % at 4.4 µM. 1.1% of 290,000 active; in the data active means inhibition above about 16%, passing the limit was not always enough;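 further: cells stimulated with the agonist NPW; 0% = agonist with vehicle and 100% = vehicle without agonist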
Target sequence (P48145 whole entry, looked up): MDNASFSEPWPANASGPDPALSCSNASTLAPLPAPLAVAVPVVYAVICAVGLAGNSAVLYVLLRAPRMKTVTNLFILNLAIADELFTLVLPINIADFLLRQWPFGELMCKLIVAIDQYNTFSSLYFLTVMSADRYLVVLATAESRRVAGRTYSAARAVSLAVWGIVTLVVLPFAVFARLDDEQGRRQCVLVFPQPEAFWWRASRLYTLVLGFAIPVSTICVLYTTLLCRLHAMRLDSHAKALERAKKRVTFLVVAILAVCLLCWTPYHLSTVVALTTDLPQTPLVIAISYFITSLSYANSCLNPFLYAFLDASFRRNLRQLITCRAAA
GalR3 antag: human GalR3 antagonism. O60755. HEK293 GalR3-CNG cAMP membrane potential fluorescence; galR3 body fused to GalR1 C-terminus. inhibition, % at 3 µM. 0.44% of 360,000 active. AID 651719;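 active means inhibition above the screen-wide average plus 3 SD, cut at about 13% in these data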;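 further: forskolin and galanin both at EC90 stimulate the cells; cAMP rise reported by CNG channel membrane potential dye signal; 0% = forskolin plus galanin with DMSO and 100% = forskolin alone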
Target sequence (O60755 1-299 limits assumed): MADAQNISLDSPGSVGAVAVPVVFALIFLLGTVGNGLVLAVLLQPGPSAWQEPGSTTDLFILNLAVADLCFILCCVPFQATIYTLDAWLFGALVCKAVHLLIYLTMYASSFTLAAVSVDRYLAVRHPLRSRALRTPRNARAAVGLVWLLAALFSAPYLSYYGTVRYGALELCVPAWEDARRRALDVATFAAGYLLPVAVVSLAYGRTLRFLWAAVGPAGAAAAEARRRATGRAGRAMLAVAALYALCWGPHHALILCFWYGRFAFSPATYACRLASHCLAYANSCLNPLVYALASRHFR
MEKK2 mut-MEK5: signal of MEK5 binding to mutant human MEKK2 PB1 domain; bead flow cytometry, Alexa488-MEK5 binding to MEKK2 mutant; percent response, % at 10 µM; 0.35% of 290,000 active; in the data active means percent response above about 24%, passing the limit was not always enough; further: inactives centre near 1; some results filed as inactive read as strong as hits
* = called active by the depositor; . = not tested or not shown; & = joins results of further samples. An excerpt; rates above refer to the full screens.

entry	structure	MEKK2wt PB1 HTS	NALP1 yeast inh	V1aR counter	OXTR potentiator	PfM18AAP inh	OXTR ag	GPR7 antag	GalR3 antag	MEKK2 mut-MEK5
1	O=c1[nH]c(=O)n(C2CCCCCC2)c(O)c1C=NCCCN1CCOCC1	104.0	5.7	-0.7	-5.8	6.0	0.7	-13.8	-3.0	10.0
2	O=P(Nc1cccc(F)c1)(Oc1ccccc1F)Oc1ccccc1F	92.0	10.7	1.2	-2.3	5.6	-2.9	-10.9	-5.6	-26.0
3	COc1ccc(-c2nn(CCC#N)cc2C(=O)NCc2ccccc2)cc1OC	111.0	15.0	0.7	-3.6	3.0	0.1	-13.2	-1.7	20.0
4	COc1cccc(Oc2coc3cc(OC(=O)N(C)C)ccc3c2=O)c1	108.0	6.5	5.1	-7.1	3.8	2.2	0.5	-9.4	11.0
5	CC1CCCC(NC(=O)COC(=O)c2cn(C)c3ccccc23)C1C (stereo not given)	.	.	-0.4	-1.5	.	-1.1	.	-2.0	.
6	CN=C(SCc1ccccc1)c1c(O)n(C)c(=O)n(C)c1=O	94.0	4.6	-0.8	0.1	-5.4	-0.9	-9.8	-5.8	-2.0
7	CCCc1nnc(NC(=O)CCC(=O)N2CCC3(CC2)OCCO3)s1	86.0	.	0.3	-4.8	-14.7	0.5	4.8	-2.6	-22.0
8	COc1ccc(-n2c(O)c(C(C)=NCCCn3ccnc3)c(=O)[nH]c2=O)cc1	101.0	-5.6	0.9	0.5	0.8	1.1	6.6	-1.2	-1.0
9	O=C(c1ccc(CS(=O)(=O)c2ccccc2)o1)N1CCC2(CC1)OCCO2	101.0	.	-0.3	0.0	0.6	1.4	-2.2	-1.8	3.0
10	COc1cc(C(=O)N/N=C/C23CC[C@@H](O)CC2(O)CC[C@@H]2[C@@H]3CCC3(C)C(C4=CC(=O)OC4)CCC23O)ccc1O (stereo not given in full)	98.0	.	0.7	3.2	4.1	1.7	-6.7	4.1	-3.0
11	CN(C)CC#CCC(O)(c1ccccc1)C1CCCC1 (stereo not given)	94.0	5.5	0.8	1.3	-3.2	1.7	7.6	3.8	-4.0
12	O=C(COC(=O)Cc1ccccc1)NCCNC(=O)COC(=O)Cc1ccccc1	.	.	-0.4	1.2	.	0.4	.	-4.8	.
13	Cn1c[n+](C)cc1C(O)c1ccccc1 (stereo not given)	102.0&96.0	14.4&4.3	0.3&0.3	2.9&4.4	3.9&4.2	0.4&0.6	3.6&-1.3	6.2&-2.8	4.0&2.0
14	COc1ccc(C(=O)C2CCCN(Cc3ccc(C)s3)C2)c(OC)c1 (stereo not given)	104.0	10.4	-0.2	-9.6	-0.9	-0.7	-6.9	0.4	-6.0
15	c1ccc2nc(N3CCNCC3)ccc2c1	.	.	0.3	-6.2	.	0.2	.	-5.4	.
16	COc1ccc(OC)c(NC2=NCCS2)c1	103.0	7.7	-0.2	-11.0	-12.9	-0.3	-7.3	5.3	-1.0
17	Cc1ccccc1-n1c(O)c(/C=N/c2nccs2)c(=O)[nH]c1=O	76.0&101.0	0.9&32.7	0.8&0.6	-10.3&-1.2	-4.0&0.8	0.5&0.2	3.4&1.0	-1.3&4.8	-13.0&0.0
18	C=CCn1c(O)c(C=NCCCn2ccnc2)c(=O)[nH]c1=O	76.0	-42.5	1.0	-0.8	-9.2	2.3	-3.1	-2.7	-33.0
19	C=CCn1c(O)c(C(C)=NCCC(c2ccccc2)c2ccccc2)c(=O)[nH]c1=O	105.0	35.5	-0.6	-4.7	-2.5	-1.2	-8.0	-6.6	8.0
20	CCN(CC)C(=O)c1ccc(NC(=O)COc2ccccc2F)cc1	100.0	11.5	1.6	-6.2	-0.7	0.3	-3.6	-4.1	-3.0
21	C[C@H](NC(=O)N1C[C@H]2C[C@@H](C1)c1cccc(=O)n1C2)C(=O)Nc1ccc(F)c(F)c1	104.0	17.2	0.6	1.5	-3.9	2.8	-6.3	1.7	3.0
22	C=CCn1c(O)c(C=Nc2ccc(OC)cc2C)c(=O)[nH]c1=O	101.0	13.0	-0.4	-5.3	-4.3	-1.1	-9.0	-2.6	1.0
23	CC(C)c1ccc(C2NCc3ccccc3-n3cccc32)cc1 (stereo not given)	122.0	37.6*	.	.	0.0	.	19.4	-7.2	15.0
24	Cc1c(N=Nc2c(O)n(-c3ccc(Br)cc3)c(=O)[nH]c2=O)c(=O)n(-c2ccccc2)n1C	95.0	27.9	-1.2	4.0	-8.3	-0.3	-20.8	3.0	-9.0
25	COC(=O)C1=C(c2ccc(F)cc2F)C[C@@H]2CC[C@H]1N2C(=O)NC1Cc2ccccc2C1	.	.	-1.4	-0.3	.	-1.3	.	-4.3	.
26	Cc1cc(OCC(=O)N2CCC(C(=O)NCC(C)C)CC2)c2c3c(c(=O)oc2c1)CCCC3	101.0	-0.8	-0.3	-5.5	3.4	-0.9	-13.8	-3.6	-1.0
27	O=[N+]([O-])c1cccc(CN2CCN(Cc3ccc(Br)cc3)CC2)c1	102.0	-0.5	0.6	-6.9	7.1	-1.7	8.0	1.8	3.0
28	COc1ccc(C2SCC(=O)Nc3c2c(C)nn3C2CCOC(C)(C)C2)cc1 (stereo not given)	99.0	13.4	-0.4	-4.4	-4.4	-1.3	-10.3	-2.5	2.0
29	CC(C)c1ccc(N=Nc2c(O)[nH]c(=O)[nH]c2=O)cc1	100.0	.	2.0	0.0	-7.2	-1.3	-4.1	-3.6	3.0
30	Cn1c(O)c(N=Nc2cccc(S(=O)(=O)N3CCOCC3)c2)c(=O)n(C)c1=O	108.0	-6.8	-0.8	-2.3	-0.9	-0.3	7.5	2.0	9.0
31	COc1ccc2nc(NC3=NCCN3)sc2c1	103.0	93.1*	0.5	1.6	7.0	-0.5	-4.0	0.9	-2.0
32	CCC12CN3CCN(CC(C3)/C1=N\O)C2	103.0	19.5	-0.9	1.3	-3.5	1.1	-9.1	-1.4	6.0
33	CN1C(=O)NC(=O)/C(=C/c2ccc([N+](=O)[O-])s2)C1=O	92.0	.	-1.1	-3.8	12.4	1.7	1.1	2.9	0.0
34	NCCCCCC(=O)OC1N=C(c2ccccc2Cl)c2cc(Br)ccc2NC1=O (stereo not given)	110.0	14.3	-0.7	-6.9	0.1	0.0	-11.8	-7.1	6.0
35	Cc1nc2ccccn2c1P(=S)(N1CCCCC1)N1CCCCC1	.	-8.8	-2.0	-1.1	-2.4	-2.4	-1.5	1.1	.
36	CNc1cc(Cl)c2nonc2c1[N+](=O)[O-]	100.0	8.2	.	.	-34.7	.	51.1*	39.1*	-1.0
37	COc1ccc(C(O)P(=O)(Oc2ccccc2)Oc2ccccc2)cc1 (stereo not given)	102.0	16.5	1.3	-5.4	-11.7	0.3	9.8	-11.1	1.0
38	C[C@H]1CCC/C=C/[C@@H]2C[C@H](O)C[C@H]2[C@H](O)/C=C/C(=O)O1	.	.	1.4&0.7	-3.7&-11.4	.	0.1&0.1	.	0.0&-2.5	.
39	COC(=O)C1=C(c2ccc(-c3ccccc3)c(F)c2)C[C@@H]2CC[C@H]1N2C(=O)N1CCCC1	.	.	6.9	-6.5	.	1.9	.	-8.1	.
40	C=CCN1C(=O)/C(=C/c2ccc3c(c2)CCCN3CCC)C(=O)NC1=S	81.0	23.6	-0.7	-4.1	5.1	-2.0	-7.8	1.2	7.0
41	O=[N+]([O-])c1ccccc1CCl	.	.	2.1	-3.5	.	0.6	.	1.2	.
42	COc1ccccc1CCNCc1cccc(C(F)(F)F)c1	102.0	10.4	0.2	-14.4	-12.5	-0.9	20.7	-12.9	5.0
43	COC(=O)C1=C(c2ccc(S(C)(=O)=O)cc2)C[C@@H]2CC[C@H]1N2C(=O)NCCS(C)=O (stereo not given in full)	98.0	.	1.3	2.4	.	1.7	.	1.1	-3.0
44	O=P(NS(=O)(=O)c1ccc(Br)cc1)(Oc1ccccc1)Oc1ccccc1	98.0	27.1	-0.8	2.6	-0.4	-0.2	2.8	-2.5	2.0
45	CCCN1CCc2cc(O)cc3c2[C@H]1Cc1ccc(O)c(O)c1-3	120.0	.	3.9	6.5	.	3.5	.	-1.3	9.0
46	CC(=NCCC1=CCCCC1)c1c(O)[nH]c(=O)[nH]c1=O	99.0	-2.2	-1.3	-4.6	8.3	-2.3	3.5	-0.8	-1.0
47	CCCC(C)n1[nH]c(=O)c2c1NC(=O)CSC2c1ccc(OC)c(OC)c1 (stereo not given)	95.0	16.2	0.2	-4.8	-5.0	0.6	-4.9	-3.1	2.0
48	O=C(COc1ccc(Cl)cc1)N(c1ccccc1Cl)C1CN2CCC1CC2 (stereo not given)	120.0	.	4.4	-5.0	-2.4	7.2	4.5	-5.2	14.0
49	CCOC(=O)c1c(/N=C/c2c(O)n(-c3cccc(C)c3)c(=O)[nH]c2=O)sc2c1CCCC2	90.0	36.4	-0.9	-4.3	1.9	-2.8	-16.5	1.4	-3.0
50	O=C1CC(N2CC=C(c3ccccc3)CC2)C(=O)N1c1ccc(F)cc1 (stereo not given)	88.0	33.6	1.8	-1.4	-1.7	0.4	24.4*	1.9	-1.0
51	C=CCN1C(=O)NC(=O)/C(=C/c2ccc(N(C)C)c(Br)c2)C1=O	101.0	18.7	1.0	-9.5	1.7	1.2	-8.6	-0.8	1.0
52	CC(=Nc1ccc2c(c1)CCC2)c1c(O)n(-c2ccccc2)c(=O)[nH]c1=O	95.0	-18.7	-0.2	-5.5	-4.7	0.7	5.3	3.5	-3.0
53	COCCNC(=O)CN1C2CCC1CC(O)(c1cccnc1)C2 (stereo not given)	108.0	17.7	1.0	6.8	-2.1	1.3	-11.4	-7.3	3.0
54	CC(C)CNC(=O)/C=C/C=C/CCCCCC/C=C/c1ccc2c(c1)OCO2	.	.	2.0	-4.4	.	8.2	.	-6.8	.
55	Cc1ccc(C)c(C2(O)CC(C)N(C)CC2C)c1 (stereo not given)	115.0	21.0	1.4	-1.1	0.2	0.3	-8.0	4.0	19.0
56	O=[N+]([O-])c1ccc(CN2CC=C(c3ccccc3)CC2)cc1	107.0	14.1	-0.8	-3.8	20.6	-1.1	6.7	.	9.0
57	C[C@H]1C(=O)O[C@@H]2CCN3CC=C(COC(=O)[C@](C)(O)[C@]1(C)O)[C@H]23	.	.	1.0	4.3	.	0.3	.	1.9	.
58	COc1ccc(CNC(=O)CCC(=O)N2C[C@H]3C[C@H](C2)c2cccc(=O)n2C3)cc1OC	98.0	9.7	0.9	0.2	2.7	0.6	-0.4	-7.5	-2.0
59	CC(=O)OC1C2CCCC1C(N1CCCC1)CC2 (stereo not given)	103.0&109.0	-24.7&2.1	0.2&0.1	-14.1&-8.4	-3.8&-2.8	0.0&-0.1	-5.8&-4.0	3.4&3.9	5.0&13.0
60	Cc1nn(Cc2ccccc2)c(C)c1C(=O)NC1CCCc2ccccc21 (stereo not given)	108.0	33.7	1.9	-6.0	-1.8	-2.0	-6.2	-1.7	16.0

Random excerpt: 2 compounds from above, in no set order.
entry	structure	MEKK2wt PB1 HTS	NALP1 yeast inh	V1aR counter	OXTR potentiator	PfM18AAP inh	OXTR ag	GPR7 antag	GalR3 antag	MEKK2 mut-MEK5
37	COc1ccc(C(O)P(=O)(Oc2ccccc2)Oc2ccccc2)cc1 (stereo not given)	102.0	16.5	1.3	-5.4	-11.7	0.3	9.8	-11.1	1.0
46	CC(=NCCC1=CCCCC1)c1c(O)[nH]c(=O)[nH]c1=O	99.0	-2.2	-1.3	-4.6	8.3	-2.3	3.5	-0.8	-1.0
